Source: PubChem BioAssay
MOR-DOR inv ag: inverse agonists of MOR-DOR heterodimerization, primary screen, cell-based, luminescence | Mu-type opioid receptor (Homo sapiens) + Delta-type opioid receptor (Homo sapiens), … | cell-based MOR-DOR heterodimer luminescence, inverse agonism | inhibition, % at 9.3 µM | 340,000 tested, 0.21% active | AID 504357, 2011; in the data active means inhibition above about 22%, passing the limit was not always enough;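 further: 0% = cells with DMSO and 100% = wells without cells with DMSO; values of inactives mirror those of a sister screen read the other way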
Target sequence (P35372 whole entry, looked up): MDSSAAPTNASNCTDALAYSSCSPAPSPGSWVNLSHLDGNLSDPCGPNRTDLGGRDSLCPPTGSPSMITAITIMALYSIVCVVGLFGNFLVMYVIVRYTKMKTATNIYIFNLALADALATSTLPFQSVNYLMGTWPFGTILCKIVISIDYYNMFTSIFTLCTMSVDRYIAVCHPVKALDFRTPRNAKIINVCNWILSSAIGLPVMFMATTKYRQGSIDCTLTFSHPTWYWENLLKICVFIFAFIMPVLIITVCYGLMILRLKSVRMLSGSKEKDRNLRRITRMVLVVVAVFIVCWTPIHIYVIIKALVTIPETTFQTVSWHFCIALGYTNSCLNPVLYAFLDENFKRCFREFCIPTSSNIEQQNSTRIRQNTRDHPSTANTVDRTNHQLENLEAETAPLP
Target sequence (P41143 whole entry, looked up): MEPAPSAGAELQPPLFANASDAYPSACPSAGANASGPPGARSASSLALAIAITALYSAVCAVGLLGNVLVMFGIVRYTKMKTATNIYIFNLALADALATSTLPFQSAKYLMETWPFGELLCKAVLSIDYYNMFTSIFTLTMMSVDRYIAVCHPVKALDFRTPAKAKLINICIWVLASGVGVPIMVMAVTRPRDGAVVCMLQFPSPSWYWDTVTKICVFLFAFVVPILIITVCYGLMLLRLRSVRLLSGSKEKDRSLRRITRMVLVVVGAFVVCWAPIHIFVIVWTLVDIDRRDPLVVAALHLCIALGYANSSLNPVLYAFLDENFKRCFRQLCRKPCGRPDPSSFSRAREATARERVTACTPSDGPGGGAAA
HTR5A ag: HTR5A agonists in luminescence cell assay, primary screen, counter-screen for OPRM1-OPRD1 heterodimer agonist project, full-deck HTS. cell-based. 340,000 tested, 0.61% active. activation, % at 9.3 µM. 5-hydroxytryptamine receptor 5A (Homo sapiens), P47898; in the data active means activation mostly above about 9.5%, no sharp cut-off; inactive means mostly below about 7.6%;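 further: 0% = cells with vehicle only and 100% = reference agonist; strong numbers were not always called active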
SUMO Mot1 rescue: yeast Mot1-301 growth rescue at high temperature, primary screen, SUMOylation pathway inhibitor project, S. cerevisiae, ATP luminescence, 38.5C; S. cerevisiae Mot1-301 growth rescue; percent above DMSO median, 100 means doubled; growth rescue, % at 18.8 µM; 320,000 tested, 1% active; AID 2716, 2010;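 active means every valid replicate shows activation above 250% relative to neutral control wells; inactive means the rest, any valid replicate at or below 250%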;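 further: OY570 slx delta 5 strain wells were the positive control but not used for scaling; some compounds called inactive have numbers as strong as hits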
AddAB inh: growth inhibition of E. coli expressing H. pylori AddAB, primary screen, AddAB inhibitor project, absorbance; inhibition, % at 11.9 µM; 330,000 tested, 0.29% active; in the data active means inhibition above about 12%;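 further: 0% = vehicle wells of infected cells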
E coli growth: E. coli V3065 growth inhibition, primary screen, counter-screen for AddAB inhibitor project, absorbance, OD600; 18 h; inhibition, % at 11.9 µM; 330,000 tested, 0.27% active;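 active means inhibition above the campaign's mean inhibition across all tested compounds plus 3 SD, cut at about 9.9% in these data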;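 further: uninfected addAB+ strain grown without phage in ampicillin broth; 0% = DMSO wells and 100% = ciprofloxacin 0.95 µg/ml wells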
PfHsp90 set2: growth inhibition of PfHsp90-expressing yeast, primary screen, antimalarial PfHsp90 inhibitor project, S. cerevisiae, BacTiter-Glo luminescence, single point, set 2. BacTiter-Glo ATP, 48 h; yeast lacking PDR1 and PDR3 efflux regulators. inhibition, % at 9.4 µM. 310,000 tested, 0.32% active. AID 504621, 2011;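 active means every replicate shows inhibition above about 80%, whatever the replicate mean, limit read from the data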;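 further: 0% = DMSO neutral controls and 100% = 20 µM radicicol positive controls; yeast relying on Plasmodium falciparum Hsp90 in place of its own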
HTR5A inv ctr: HTR5A inverse agonists in luminescence cell assay, primary screen, counter-screen for OPRM1-OPRD1 heterodimer inverse agonist project, full-deck HTS; 340,000 tested, 0.083% active; 5-hydroxytryptamine receptor 5A (Homo sapiens), P47898; HTR5A cell line, inverse agonism; inhibition, % at 9.3 µM; in the data active means inhibition mostly above about 23%, no sharp cut-off; inactive means mostly below about 18%;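 further: 0% = cells with DMSO and 100% = no-cell wells with DMSO; some compounds called inactive have numbers as strong as hits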
Pemphigus Ab inh: inhibitors of pemphigus antibody binding to DSG3, primary screen, biochemical, bead-based, flow cytometry, scFv-GFP; Desmoglein-3 (Homo sapiens), P32926; DSG3-coupled beads, scFv-anti-DSG3-GFP binding; hits give low values; binding (percent of control), % at 10 µM; 310,000 tested, 0.48% active; AID 588358, 2011;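 active means binding more than 3 SD below its plate's average and above zero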;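 further: hits lower antibody fragment binding to DSG3; some compounds called inactive have numbers as strong as hits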
PKA-R1A activ: activators of PKA-R1A holoenzyme, primary screen, biochemical, fluorescence polarization, Cy5-IP20, bovine R1A, mouse PKAc; PKA-R1A dissociation; scaled: DMSO 0%, 113 µM cGMP 100%; activation, % at 11.4 µM; 340,000 tested, 0.083% active;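 active means percent activation above the mean of all tested compounds plus 3 SD, cut at about 19% in these data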;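 further: higher means more PKAc released from R1A so a rise in polarization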
MOR-DOR ag: agonists of OPRM1-OPRD1 heterodimerization, primary screen, cell-based, luminescence; AID 504326, 2011; activation, % at 9.3 µM; cells; 340,000 tested, 0.3% active; Mu-type opioid receptor (Homo sapiens) + Delta-type opioid receptor (Homo sapiens), …; in the data active means activation above about 18%;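 further: 0% = vehicle-treated cells and 100% = reference agonist; values of inactives mirror those of a sister screen read the other way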
phage Ecoli inh: growth loss of phage-infected E. coli, primary screen, RecBCD inhibitor project, absorbance, with phage, HTS. inhibition, % at 11.9 µM. 360,000 tested, 0.26% active; in the data active means inhibition above about 11%
* = called active by the depositor; . = no result given; + = active, no number.

molecule	MOR-DOR inv ag	HTR5A ag	SUMO Mot1 rescue	AddAB inh	E coli growth	PfHsp90 set2	HTR5A inv ctr	Pemphigus Ab inh	PKA-R1A activ	MOR-DOR ag	phage Ecoli inh
COc1ccc([C@H]2CC(=O)C=C(c3cccc(C(F)(F)F)c3)C2)cc1	-12.9	0.9	-13.6	1.4	0.0	30.7	5.6	96.9	-0.5	2.3	1.4
Cc1cccc(OCC(=O)Nc2ccc(CN3CCOCC3)cc2)c1C	-1.0	0.1	-15.0	3.7	-0.9	1.5	24.2	102.3	-2.5	0.2	-2.4
Cc1ccc(N2C(=O)CC(NCc3ccc4c(c3)OCO4)C2=O)cc1Cl (stereo unspecified)	0.3	1.7	261.9	-1.4	-2.8	9.5	-4.1	96.6	-4.5	-0.1	4.6
CC(C)(C)c1ccc(SCCc2ccccn2)cc1	-24.5	1.6	17.6	-2.8	-2.3	3.7	-2.5	109.4	-9.6	4.7	-0.4
C=CCC1(CC=C)CCCN1C(=O)CC1C(=O)NCCN1Cc1ccc(OC)c(OC)c1 (stereo unspecified)	20.7	-4.2	-9.3	-0.8	-0.7	34.2	10.1	96.1	-9.3	-4.2	6.2
Cc1ccc(C)c(CSc2nnc(C)c(=O)n2N)c1	-0.8	-2.0	.	0.1	-0.6	0.2	5.0	.	-2.7	0.2	0.4
CCOC(=O)C1=C(N)N(c2ccccc2)C2=C(C(=O)CCC2)C1c1cccnc1 (stereo unspecified)	1.4	-1.4	-14.6	4.3	1.7	-0.3	-31.1	119.0	-3.3	-0.2	3.5
COCCNC(=S)Nc1ccc2[nH]c(=O)[nH]c2c1	13.0	-2.0	-3.0	1.6	-0.3	-20.7	5.5	98.8	-10.8	-2.5	1.5
COC(=O)[C@H](CC(C)C)NC(=O)Cn1cnc2c(OCc3ccccc3)ncnc21	.	.	.	2.5	-3.2	1.3	.	102.4	5.1	.	4.9
CCOC(=O)c1cccc(S(=O)(=O)N(CCO)Cc2cc3cc(OC)ccc3[nH]c2=O)c1	-0.9	2.7	.	0.2	1.1	3.3	-34.9	96.3	-0.1	0.2	.
O=C(c1cccc(Cl)c1)N1CCC2CC1c1cc(-c3ccccc3)ccc12 (stereo unspecified)	-6.4	0.7	.	.	.	-12.3	-2.4	103.0	2.9	1.4	1.2
CSc1nc2c(c(=O)[nH]1)C(c1cccc(Cl)c1Cl)CC(=O)N2 (stereo unspecified)	.	.	-16.3	-0.3	-1.6	-45.6	.	100.8	.	.	2.6
Cc1c(NP(=O)(Oc2ccccc2F)Oc2ccccc2F)c(=O)n(-c2ccccc2)n1C	16.9	-2.5	-14.9	-1.0	-1.8	9.0	7.7	86.9	5.5	-3.4	1.0
COc1cc(F)ccc1CN1CCC(n2nccc2NC(=O)C2CCOC2)CC1 (stereo unspecified)	7.6	3.1	18.9	-1.6	0.5	-16.5	9.1	.	2.4	-1.4	-1.4
CCC(C)Nc1ccc(NC(C)CC)cc1 (stereo unspecified)	-22.2	0.1	74.1	3.0	0.7	+	-0.5	96.9	-2.1	4.2	.
COc1ccc(N(/N=C2\Sc3ccccc3C2=O)C(C)=O)cc1	69.8*	-9.4	.	.	.	-10.9	23.4	82.7	3.8	-10.7	3.4
O=c1c2ccccc2nc(SCc2nnc(-c3ccccc3)o2)n1-c1ccc(F)cc1F	9.0	1.1	465.9*	3.5	1.5	-19.6	7.6	.	-8.6	-2.0	2.1
Nn1c(-c2ccccn2)nnc1-c1ccccn1	9.4	6.5	-17.4	1.4	-1.5	-3.4	8.7	88.0	-4.4	-1.7	2.5
COc1ccccc1OCCNC(=O)c1cc(=O)[nH]c2ccccc12	17.7	4.9	87.2	-0.1	-0.2	6.3	-15.4	98.5	-1.8	-3.4	2.1
CCCCSc1nc2c(cc1C#N)CCC2	-48.0	-1.4	-6.1	0.0	0.5	.	-35.1	96.0	-16.4	8.4	1.4
CCOc1ccc(OCC)c(S(=O)(=O)n2cnc(C)c2)c1	14.6	-4.4	5.9	-0.4	-1.1	20.5	12.2	111.0	-9.0	-2.8	3.5
Cc1ccc(-c2nc3ncccc3o2)cc1NC(=O)c1ccc2c(c1)OCO2	1.3	3.8	.	.	.	-4.3	-13.8	101.5	-2.8	-0.2	1.9
Cc1ccc(-c2cc(C(=O)N/N=C/c3ccco3)[nH]n2)cc1	2.1	-1.6	28.2	1.1	-1.7	-6.3	6.0	105.4	-3.0	-0.4	2.7
Cc1ccc(NS(=O)(=O)c2cc3[nH]c(=O)c(=O)[nH]c3cc2C)c(C)c1	15.4	-2.7	-10.8	6.1	2.3	-7.5	7.0	109.3	6.1	-3.1	4.1
CCCCN(C)S(=O)(=O)c1cc2c(cc1Br)CCN2C(=O)C1CC1	7.0	-0.9	.	.	.	-16.5	3.5	121.6	-8.6	-1.4	2.5
CCN(CC(=O)NCc1cccs1)C(=O)CCCOc1ccc(C(C)(C)C)cc1	-11.2	-3.1	6.6	0.2	0.3	29.9	20.3	103.2	1.0	2.8	-0.5
CCOC(=O)C(Cc1ccccc1)NC(=O)CNC(=O)CNC(=O)OCc1ccccc1 (stereo unspecified)	8.1	4.5	-16.6	1.1	-3.2	-1.7	-9.8	101.1	4.5	-1.5	1.8
O=C(CCCOc1ccccc1)NNC(=O)c1ccc(Cl)cc1	6.1	4.2	-1.4	1.9	1.2	-0.6	-22.2	100.8	-0.2	-1.6	1.4
Cc1cc([N+](=O)[O-])nn1CCCC(=O)Nc1sc2c(c1C(N)=O)CCC(C)C2 (stereo unspecified)	9.2	2.0	253.7	2.1	-0.4	38.0	-5.3	100.1	-1.8	-1.5	3.8
O=C(O)c1ccc(CS(=O)(=O)c2ccc(Br)cc2)cc1	7.9	-2.5	-4.6	5.5	0.3	-0.4	7.0	112.2	-0.7	-1.5	0.9
CC(Sc1nnc2c(n1)C1(C)CCC2C1(C)C)C(=O)Nc1ccccc1 (stereo unspecified)	-4.3	2.8	-5.0	-1.5	-0.6	8.5	-7.3	97.9	10.6	0.9	3.6
C/C(=N\OCc1ccc(C#N)cc1)c1ccccc1	-13.2	0.2	346.2	-1.3	-1.9	0.6	-0.9	110.7	-6.3	2.4	3.3
COc1ccc(-n2nc(C(=O)NCC(=O)N3CC(C)CC(C)C3)c3ccccc3c2=O)c(OC)c1 (stereo unspecified)	-11.4	0.0	-6.7	3.3	0.3	-5.6	0.0	118.0	-0.4	1.4	-0.1
COc1cc(-c2nc(C(F)(F)F)c(OC)o2)cc(OC)c1OC	3.6	1.3	-1.4	-2.7	-3.1	-12.1	-0.7	96.5	-5.0	-0.8	3.3
Cn1c(C(=O)N2CCCC(C(=O)NCCN3CCOCC3)C2)cc2sccc21 (stereo unspecified)	-4.1	1.2	7.2	0.1	-2.5	21.3	-1.0	104.9	1.9	0.7	3.6
Cc1ccc2c(c1)/C(=N/N1C(=O)c3ccccc3C1=O)C(=O)N2	28.1*	-2.2	4.7	1.1	0.4	-1.5	7.4	98.4	8.2	-5.0	-0.3

Of the compounds above, two have a cyano group.
molecule	MOR-DOR inv ag	HTR5A ag	SUMO Mot1 rescue	AddAB inh	E coli growth	PfHsp90 set2	HTR5A inv ctr	Pemphigus Ab inh	PKA-R1A activ	MOR-DOR ag	phage Ecoli inh
CCCCSc1nc2c(cc1C#N)CCC2	-48.0	-1.4	-6.1	0.0	0.5	.	-35.1	96.0	-16.4	8.4	1.4
C/C(=N\OCc1ccc(C#N)cc1)c1ccccc1	-13.2	0.2	346.2	-1.3	-1.9	0.6	-0.9	110.7	-6.3	2.4	3.3

Next structures.
molecule	MOR-DOR inv ag	HTR5A ag	SUMO Mot1 rescue	AddAB inh	E coli growth	PfHsp90 set2	HTR5A inv ctr	Pemphigus Ab inh	PKA-R1A activ	MOR-DOR ag	phage Ecoli inh
Cc1ccccc1-c1nnc(SCC(=O)N2CCCC2)o1	-1.1	1.2	89.7	3.5	0.4	1.5	-10.2	.	-7.0	0.2	2.0
CC(C)N(CCn1c(=S)[nH]c2ccccc2c1=O)C(C)C	2.3	0.7	308.2*	3.7	-0.4	-14.2	-4.6	98.0	2.8	-0.4	2.5
Cc1nn(CC(=O)Nc2ccc3c(c2)OCCO3)c(C)c1[N+](=O)[O-]	10.8	-1.3	25.7	1.4	-1.2	-14.4	5.0	97.7	-5.5	-2.1	2.3
CSc1nc(N2CCOCC2)c2sccc2n1	13.6	-0.4	.	1.2	-1.3	20.5	15.7	94.8	-3.3	-2.7	1.5
CN(C)CCC(=O)c1ccc(Cl)cc1	4.5	-0.2	175.0	2.1	-1.8	35.3	-1.5	120.5	0.3	-1.0	0.5
O=C(COC(=O)c1ccc(S(=O)(=O)N2CCCCC2)cc1)NCc1ccco1	-2.5	1.4	-10.5	3.0	0.9	13.8	-3.4	98.5	-1.0	0.5	2.7
Cc1ccc(-c2nc3cccnc3s2)cc1NS(=O)(=O)c1ccc2c(c1)CCCC2	-3.1	11.7	-4.4	-4.8	-0.4	-89.3	-35.7	97.0	-12.4	0.5	-1.1
CCOC(=O)c1c(CC(C)C)csc1/N=C/C1C(=O)CCCC1=O	-35.0	1.4	-17.3	-0.3	-1.1	11.9	-3.6	114.2	-5.6	6.8	2.5
CCC1(C)Cc2c(C#N)c(SC)nc(N3CCOCC3)c2CO1 (stereo unspecified)	.	.	-7.1	2.2	0.8	.	.	102.2	.	.	-1.2
Cc1cc(C(C)(C)C)oc1C(=O)NCCCNC(=O)c1oc(C(C)(C)C)cc1C	7.5	13.8	22.5	-2.9	0.7	-37.3	-38.2	.	-11.0	-1.3	2.4
COc1c(F)c(F)c(C(=O)Nc2ccc(N3CCN(C(C)=O)CC3)c(Cl)c2)c(F)c1F	3.2	-0.6	.	1.4	0.6	0.5	-28.1	96.7	8.3	-0.6	3.8
Cc1cc(C)n2nc(SCC(=O)N(CCC#N)c3ccccc3F)nc2n1	10.6	-1.6	96.8	0.8	-3.9	16.9	15.8	102.2	2.0	-2.6	2.1
CCN1C(=O)C(=O)N(Cc2ccc(OC)c(F)c2)C1=O	27.4	3.8	7.9	2.6	-0.1	2.8	-38.6	120.4	-4.2	-5.2	0.1
CCN1CCN(C(=O)Cn2ncc3c2-c2ccccc2OC3)CC1	-1.6	-1.1	-12.6	0.9	-1.3	4.2	-9.6	103.8	-12.0	0.3	3.2
O=C(O)Cc1ccc(NC(=O)COc2ccc3ccccc3c2)cc1	13.9	0.2	1.1	-1.4	-1.8	-18.0	-10.1	103.0	-6.3	-2.5	-1.0
